High-throughput results: PubChem BioAssay, several laboratories
SDO1 yeast rescue: restores growth of sdo1-depleted yeast; z-score at 10 µM; 0.21% of 140,000 active; AID 817; S. cerevisiae sdo1-depleted JHY4D growth rescue, OD600 30 h; active compounds read high; pdr5 snq2 efflux-pump mutant strain;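 active = z-score above 3 at both the 24 hr and the 30 hr optical density reads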;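 also: z-score against mean and SD of all compound wells on the same plate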
Insulin prom inh: TRM-6 insulin promoter activity inhibition. TRM-6 cells (human fetal islet line), insulin promoter-eGFP reporter, imaging; reporter expression induced with tamoxifen. inhibition, % at 2 µM. 0.9% of 130,000 active. AID 1273;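 active = inhibition above the mean plus 3 SD, with well images judged a real hit on visual review, cut at about 60% in these data, passing the limit was not always enough; inconclusive = inhibition over the cutoff but images rejected on review; inactive = inhibition not above the cutoff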
SDO1 yeast rescue Rescue 24 h: second read-out of SDO1 yeast rescue, no call of its own (marks repeat the call); z-score; S. cerevisiae sdo1-depleted JHY4D growth rescue, OD600; measured here: growth rescue at 24 h;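 0 is the plate mean of compound wells and units are plate SD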
* = called active by the depositor; ? = inconclusive; . = no result given. No enrichment for hits. Share with any hit: about 0.99%.

Insulin prom inh | SDO1 yeast rescue Rescue 24 h | canonical_smiles | SDO1 yeast rescue
-12 | 0.07 | N#Cc1cc2c(nc1SCC(=O)Nc1sc3c(c1C#N)CCC3)CCCC2 | 0.41
-78 | . | CCN(CC(=O)Nc1cc(Cl)ccc1C)C(=O)C1CCCCC1 | .
-44 | -0.47 | CCCCn1c(SCC(=O)Nc2cc(C(F)(F)F)cc(C(F)(F)F)c2)nnc1C(CC)N(C)C (stereo unspecified) | -0.76
-21 | -0.09 | CCOc1cccc2sc(Nc3nc4ccc(NC(C)=O)cc4s3)nc12 | -0.39
-19 | . | Cc1ccc(C(=O)NCCCN2CCOCC2)cc1 | .
-26 | -0.36 | CCN(CC)C(=O)c1cnn(-c2ccccc2)c1NC(=O)c1cccs1 | 0.2
. | -0.06 | CC1(CC(=O)N/N=C/c2cc(Br)c(O)cc2O)OCCO1 | 0.86
-24 | 0.01 | C=CCN(Cc1cc(OC)ccc1OC)S(=O)(=O)N(C)C | 0.07
29 | -1.1 | COC(=O)c1cc(S(=O)(=O)n2nc(C)c(Br)c2C)c(Cl)cc1Cl | -1.1
-13 | -0.16 | N#Cc1cc2c(nc1SCc1ccccc1)CCCCC2 | 0.13
15 | 0.32 | C=CCNC(=O)C1(c2ccccc2)CC1(Cl)Cl (stereo unspecified) | 1.2
0 | 0.74 | CC(=O)c1ccc(NCC(=O)N2CCN(c3ccccc3)CC2)cc1 | 0.42
-27 | 0.43 | Cc1c(NC(=O)c2ccc(=O)oc2)c(=O)n(-c2ccccc2)n1C | 0.8
. | 0.24 | O=C(CN(Cc1ccco1)C(=O)CNS(=O)(=O)c1ccc(F)cc1)NCCc1ccccc1 | 0.7
0 | . | COc1ccc(-c2nc(-c3ccccc3)ncc2S(C)(=O)=O)cc1 | .
19 | . | COc1ccc(C(=O)N/C(=C\c2ccc3c(c2)OCO3)C(=O)Nc2cccc(C(=O)O)c2)cc1 | .
-27 | 0.17 | CC1=CC2=NC(=O)/C(=C\c3cccn3CCOc3cccc(C)c3)C(=N)N2O1 | -1
43 | 0.43 | O=C(COc1ccc(-n2cnnn2)cc1)NCCc1ccc(F)cc1 | 0.48
10 | 0.08 | Cc1cccc2c1N(C(=O)c1ccco1)C(C)(C)c1ssc(=S)c1-2 | -0.88
-26 | -0.47 | Cn1c(-c2ccccc2)cnc1SCC(=O)N1CCCc2ccccc21 | -0.68
. | -0.55 | O=C(OCC1CCCN2CCCCC12)c1ccc2c(c1)OCO2 (stereo unspecified) | -0.31
13 | -0.37 | O=C(CCn1nc(-c2ccccc2)ccc1=O)NCCCN1CCCCCC1 | 0.68
-5 | . | CC(=O)c1ccc(NC(=S)N2CCCCCC2)cc1 | .
11 | . | CCC(C(=O)O)n1nc(-c2ccccc2)c2cc(Cl)ccc21 (stereo unspecified) | .
. | -0.47 | O=S(Cc1cc(Sc2ccccc2)nc(-c2ccccc2)n1)c1ccccc1 (stereo unspecified) | -1.1
. | 0.5 | COc1ccccc1CN1C(=O)CCC1(C)C(=O)NCc1cccnc1 (stereo unspecified) | 0.52
0 | -0.23 | CN1CCN(C(=O)c2c(O)c3cccc4c3n(c2=O)CC4)CC1 | -0.29
43 | -0.33 | O=C(O)CCNC(=O)c1ccc(Br)o1 | 0.39
0 | . | Cc1nn(C)c(Cl)c1C(N)=O | .
. | -1.3 | COc1ccc2[nH]c(=O)c(CN(C)C(=O)c3ccncc3)cc2c1 | -0.36
-11 | -0.76 | Cc1ccccc1Nc1nnc(SCC(=O)NC(=O)Nc2ccc3c(c2)OCCO3)s1 | -1.4
-41 | . | COc1ccc(C2CC(c3cccs3)=NN2C(=O)CN2CCCCC2)cc1 (stereo unspecified) | .
-16 | 1 | Cc1ccc(S(=O)(=O)N2CCOCC2)cc1NC(=O)CSc1nnc2cc(C)c3ccccc3n12 | 0.88
45 | . | COc1ccc(-n2c(=O)[nH]cc(C(=O)Nc3ccc(NC(C)=O)cc3)c2=O)cc1 | .
9 | -0.41 | Cc1csc(NC(=O)CN2CCCCCC2)n1 | 0.34
-43 | . | Cc1cnc(C(=O)Nc2ccc(N3CCCCC3)cc2)cn1 | .
0 | -0.71 | CC1(C)CC(=O)C(C=Nc2ccc3c(c2)OCO3)=C(O)C1 | -0.31
21 | 0.53 | CC1=CCC2([N+](=O)[O-])CN(CC(=O)O)CC1([N+](=O)[O-])C2 (stereo unspecified) | 1.4
64 | -0.36 | CCCNc1nc(OCC(F)(F)F)nc(OCC(F)(F)F)n1 | -0.05
-18 | 0.6 | Cc1ccc(-c2csc(NC(=S)NC(=O)c3cccs3)n2)cc1 | 0.36
-31 | 0.84 | CCOC(=O)CN(C(=O)CNC(=O)c1cccs1)C(C(=O)NC1CCCCC1)c1cccnc1 (stereo unspecified) | 1.3
16 | -0.68 | CC(C)Cn1c(SC(C)C(=O)Nc2ccc(N3CCOCC3)cc2)nc2ccccc21 (stereo unspecified) | -0.37
31 | . | O=C1CC(C(=O)O)C2(CCCC2)O1 (stereo unspecified) | .
-13 | . | O=[N+]([O-])c1ccc(COc2ncnc3ccccc23)cc1 | .
-61 | 0.17 | CCCCOCCCNC(=O)c1cccs1 | 0.54
35 | . | COc1ccc(Cl)cc1NC(=O)CN(C)CC(=O)Nc1ccc(Br)cc1 | .
29 | -0.56 | O=S(=O)(c1ccc(Br)s1)N1CCc2ccccc2C1 | -0.06
33 | 0.08 | Cc1ccc(N(CC(=O)Nc2c(C)n(C)n(-c3ccccc3)c2=O)S(C)(=O)=O)cc1C | 0.58
-21 | 0.14 | COc1ccc(C2NC(c3ccc(OC)cc3)C(c3ccccc3)C(=O)C2c2ccccc2)cc1 (stereo unspecified) | -0.08
12 | 0.86 | COc1cccc(-c2cc(C(=O)Nc3c(C)n(C)n(-c4ccccc4)c3=O)no2)c1 | 0.58
-36 | 0.23 | CC(C)(C)OC(=O)N1CCC(c2c(C(=O)O)cnn2-c2ccccc2Cl)CC1 | 0.77
8 | -0.35 | O=C(CCN1C(=O)c2ccccc2C1=O)OCn1nnc2ccccc2c1=O | -0.09
-31 | -0.31 | CCN(CC)c1ccc2oc(=O)c(C)nc2c1 | 0.44
0 | -0.17 | CCOCC(=O)Nc1cccc(OC)c1 | 0.01
-83 | -0.12 | Cc1ccc(S(=O)(=O)NN=C2CCN(Cc3ccccc3)CC2)cc1 | 1.2
-131 | 0.4 | Cc1ccc(S(=O)(=O)N2CCCN(c3nc4cc(C)ccc4cc3C#N)CC2)cc1 | -0.49
-11 | -0.62 | c1ccc(-n2cnc3cc(NCc4cccs4)ccc32)cc1 | -0.77
. | -1.8 | O=C(NC1CCCc2ccccc21)c1ccc(Br)cc1 (stereo unspecified) | -1.9
17 | -0.31 | NC(=O)CNC1CC(=O)N(CCc2ccccc2)C1=O (stereo unspecified) | 0.58
0 | 0.68 | CC(=O)c1ccc(OCCCC(=O)Nc2cccc(S(=O)(=O)N(C)C)c2)cc1 | 0.74

Look-ups from above.
COc1ccc(C2NC(c3ccc(OC)cc3)C(c3ccccc3)C(=O)C2c2ccccc2)cc1 (stereo unspecified) – SDO1 yeast rescue Rescue 24 h = 0.14
CC(C)(C)OC(=O)N1CCC(c2c(C(=O)O)cnn2-c2ccccc2Cl)CC1 – SDO1 yeast rescue Rescue 24 h = 0.23
COc1ccc(C2CC(c3cccs3)=NN2C(=O)CN2CCCCC2)cc1 (stereo unspecified) – Insulin prom inh = -41

The list continues.
Insulin prom inh | SDO1 yeast rescue Rescue 24 h | canonical_smiles | SDO1 yeast rescue
. | -1.4 | COCC(=O)Nc1cc(=O)n(C)c(=O)n1C | -1.2
91* | . | CCOc1nc(NC(=O)NS(=O)(=O)c2ccccc2F)nc(-c2ccccc2)n1 | .
7 | -0.33 | COc1ccc(S(=O)(=O)N2CCC(C(=O)N3CCCC3)CC2)cc1 | 0.25
23 | -1.1 | O=C(CSc1ccc2c(c1)OCCO2)NC(=O)Cc1ccccc1 | -1.1
. | 0.09 | Cc1ccc(C(=O)NCCSC2CCCCC2)cc1S(=O)(=O)Nc1ccccc1 | -0.24
3 | 0.11 | O=C(Nc1cccc(C(=O)N2CCN(Cc3ccccc3)CC2)c1)c1ccccc1 | 0.07
39 | 1.3 | CCCCCCCC1CC(/C(C)=N/NC(N)=O)OC1=O (stereo unspecified) | 1.8
-12 | 1.2 | O=C(CN(Cc1ccc2c(c1)OCO2)C(=O)CNS(=O)(=O)c1ccccc1)NCc1ccco1 | 1.1
-5 | . | CSc1ncccc1C(=O)N1CCCC(CCC(=O)NCc2ccccc2F)C1 (stereo unspecified) | .
-23 | -0.59 | CCCOc1ccc(C(=O)NCCCn2ccnc2)cc1 | 0.29
. | 0.78 | CC(=O)Nc1ccc(N=Cc2ccc(OCc3ccccc3)cc2)cc1 | 1.1
. | -1.5 | CCCCCOc1ccc(CN2CCOCC2)cc1Cl | -2.5
0 | 0.7 | COC(=O)c1[nH]c2cccc(OC)c2c1NC(=O)CN1CCOCC1 | 0.9
? | . | c1csc(C2=NNC(=NC3CCCCC3)SC2)c1 | .
. | 0.05 | Cn1c(=O)c(C(=O)Nc2ccccn2)c(O)c2ccccc21 | -1.6
-20 | . | Cc1nc([N+](=O)[O-])c(Br)n1Cc1ccc(Cl)c(Cl)c1 | .
18 | -0.12 | Cc1cccc(-n2ncc3c(NCCCN4CCCC4=O)ncnc32)c1 | -0.97
17 | . | CCN(CC)S(=O)(=O)c1ccc(C(=O)OCC(=O)NCc2ccco2)cc1 | .
17 | 0.06 | COc1cc(C(O)P(=O)(OC(C)C)c2ccc(N(C)C)cc2)cc(OC)c1OC (stereo unspecified) | 0.06
-6 | . | Cc1ccc(C)c(N=Cc2ccc(-c3ccc([N+](=O)[O-])cc3)o2)c1 | .
. | 0.97 | COc1ccc(S(=O)(=O)Cc2ccc(C(=O)N3CCN(C4CCCCC4)CC3)o2)cc1 | 0.82
33 | 1.4 | CCSC1=NC(C)(C)C=C(C)N1 | 0.71
7 | 1.6 | COc1cc(NC(=O)c2ccco2)c(OC)cc1NC(=O)c1cc(OC)c(OC)c(OC)c1 | 0.07
0 | 2.3 | CCN(CC)S(=O)(=O)c1ccc2c(c1)nc(SCC(=O)N1CCOCC1)n2-c1ccccc1OC | 2.1
-5 | -0.78 | CCN(CC)C(=O)c1sc(NC(=O)c2ccco2)c(C#N)c1C | -0.85
-12 | . | CC(C)(C)NC(=O)C(=O)NNC(=O)c1cccc([N+](=O)[O-])c1 | .
. | -0.86 | O=C(c1ccccc1NS(=O)(=O)c1ccc(Cl)cc1)N1CCc2ccccc21 | -1
-2 | -1.1 | C=CCSC1=NC(N)=C(C#N)C2(CCCCC2)C1C(N)=O (stereo unspecified) | -0.25
-157 | -1.4 | O=S(=O)(NC1CCCC1)c1cccc(S(=O)(=O)N2CCC(n3nnc4ccccc43)CC2)c1 | -0.94
17 | -0.41 | CC1CC(C)(C)NC(=O)O1 (stereo unspecified) | 0.22
-27 | 0.09 | CC(C)c1ccc(NC(=O)COc2ccc(F)cc2C(=O)c2cnn(-c3ccccc3)c2)cc1 | -1.2
5 | 0.58 | Cc1ccc(Cn2nc(C)c(NC(=O)c3cc(-c4ccc5c(c4)OCO5)on3)c2C)cc1 | -0.29
43 | -0.98 | COc1cccc(NC(=O)c2ccccc2-c2nc(-c3ccccc3)no2)c1 | -1
-60 | 2.3 | CCOc1ccc(C(=O)Nc2ccccc2N2CCOCC2)cc1 | 0.6
-21 | -1.2 | CCC(C)(C(=O)NC1CCCCC1)N(C(=O)c1cnccn1)c1c(C)n(C)n(-c2ccccc2)c1=O (stereo unspecified) | -0.56
42 | -0.46 | N#Cc1c(NC(=O)Cn2nc(C(F)(F)F)c3c2CCCC3)sc2c1CCC2 | -0.54
. | -0.29 | CCCn1nnnc1NCc1cccn1C | 0.24
27 | 0.83 | CCNS(=O)(=O)c1ccc(NC(=O)c2cc(C(F)(F)F)nn2C)cc1 | 1
-12 | 0.2 | NC(=O)NCc1ccc(Cl)cc1 | 0.39
-37 | 0.67 | Cc1nc(NC(=O)CSc2nnc3ccccn23)c(Cl)cc1Cl | 1.2
-26 | . | O=C(C1CCN(S(=O)(=O)c2ccc(Br)s2)CC1)N1CCN(C2CCCCC2)CC1 | .
64 | -0.56 | CC(=O)Nc1c(O)nc(SCC(=O)N2CCN(c3ccc(F)cc3)CC2)[nH]c1=O | 0.14
. | -0.16 | O=C(COC(=O)c1sc2ccccc2c1Cl)NCC1CCCCC1 | -0.4
-18 | 0.27 | CCCCN1C=CC(=C2N=c3cccc([N+](=O)[O-])c3=N2)C=C1 | 1.1
-14 | -0.71 | CCOC(=O)c1sc(C)c2c1NC1(CCCCC1)NC2=O | -0.98
. | 1.4 | O=C(NCc1ccco1)c1cnccn1 | 1.2
-343 | -0.18 | O=C1CCCc2c1sc1nc3n(c(=O)c21)CCCCC3 | -0.44
23 | 0.92 | Cc1ccc(-c2n[nH]c(=S)n2/N=C/c2ccc(C)s2)cc1 | 0.07
3 | -0.05 | CC12CCC(C(=O)N3CCN(Cc4ccccc4)CC3)(OC1=O)C2(C)C (stereo unspecified) | -0.17
22 | -0.91 | Cc1ccc(Oc2ccc(NC(=O)CSc3n[nH]c(N)n3)cc2)cc1 | -1
18 | -0.03 | O=C(c1ccc(F)cc1)c1c[nH]c(C(=O)NCc2cccnc2)c1 | 0.75

A draw from above in order of molar mass, high to low:
Insulin prom inh | SDO1 yeast rescue Rescue 24 h | canonical_smiles | SDO1 yeast rescue
-37 | 0.67 | Cc1nc(NC(=O)CSc2nnc3ccccn23)c(Cl)cc1Cl | 1.2
-60 | 2.3 | CCOc1ccc(C(=O)Nc2ccccc2N2CCOCC2)cc1 | 0.6
18 | -0.03 | O=C(c1ccc(F)cc1)c1c[nH]c(C(=O)NCc2cccnc2)c1 | 0.75
23 | 0.92 | Cc1ccc(-c2n[nH]c(=S)n2/N=C/c2ccc(C)s2)cc1 | 0.07
. | -0.29 | CCCn1nnnc1NCc1cccn1C | 0.24
